Bioassay records from PubChem BioAssay.
GSH bead fluor: compound fluoresces at 488/530 nm on GSH beads; hit rate 0.25% among 190,000; GSH beads flow cytometry, compound fluorescence 488/530 nm; stronger effect = higher value; fluorescence (KMESF) at 10 µM; in the data active means fluorescence above about 89;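 further: glutathione beads carrying GST-tagged Bcl family fusion proteins plus one bare bead set; values are compound well signal with DMSO vehicle wells as background; inactives centre near 16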
ABCG2 inh: blocks JC-1 efflux by human ABCG2 transporter; AID 1325; hit rate 0.1% among 190,000; inhibition, % at 6.6 µM; Q9UNQ0; IgMXP3 cells, flow cytometry;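 active means inhibition above 80%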;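 further: 0% = DMSO and 100% = nicardipine control wells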
Target sequence (Q9UNQ0 whole entry, looked up): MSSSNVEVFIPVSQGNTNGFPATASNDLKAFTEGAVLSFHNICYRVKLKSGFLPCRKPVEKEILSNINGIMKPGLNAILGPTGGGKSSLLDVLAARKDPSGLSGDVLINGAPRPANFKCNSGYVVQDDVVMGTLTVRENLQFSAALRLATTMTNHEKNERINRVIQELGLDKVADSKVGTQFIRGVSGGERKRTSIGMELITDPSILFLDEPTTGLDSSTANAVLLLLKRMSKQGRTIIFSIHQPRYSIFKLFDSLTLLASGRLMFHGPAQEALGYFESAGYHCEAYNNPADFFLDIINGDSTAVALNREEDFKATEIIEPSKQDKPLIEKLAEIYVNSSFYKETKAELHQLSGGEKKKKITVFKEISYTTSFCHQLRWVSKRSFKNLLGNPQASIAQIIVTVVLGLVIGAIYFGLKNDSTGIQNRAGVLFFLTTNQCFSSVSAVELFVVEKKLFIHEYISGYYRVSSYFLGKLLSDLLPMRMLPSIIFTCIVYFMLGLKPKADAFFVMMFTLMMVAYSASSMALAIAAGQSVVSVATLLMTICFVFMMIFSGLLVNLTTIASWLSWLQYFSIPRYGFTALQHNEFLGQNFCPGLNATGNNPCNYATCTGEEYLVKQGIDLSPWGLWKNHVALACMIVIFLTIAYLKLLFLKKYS
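test system = two drug-resistant human cell lines, ABCG2 and ABCB1 | amount = 3 million cells/mL final, two lines in 1:1 ratio | reagent = JC-1 transporter substrate | doses = one concentration, 6.6 µM final | incubation = 10 min at 25 °C | signal = flow cytometric JC-1 green MFI at 530 nm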
Bim-Bfl-1: inhibitors of Bim-Bfl-1 interaction, human | Bead-based flow cytometry, Bim-Bfl-1 binding inhibition | inhibition, % at 10 µM | hit rate 0.12% among 190,000;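 further: 0% = wells without compound plus tracer and 100% = blocker peptide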
Bcl-2 Bim block: human Bim-Bcl-2 interaction inhibition | P10415 | Bead-based flow cytometry, Bim peptide-Bcl-2 binding | inhibition, % at 10 µM | hit rate 0.06% among 190,000 | AID 950; in the data active means inhibition above about 40%; inconclusive means no clear call, values can overlap the other calls;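 further: 0% = no compound wells with probe peptide and 100% = reference peptide inhibitor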
Bim-Bcl-W: human Bim-Bcl-W interaction inhibition. Q92843. bead-based flow cytometry, Bim peptide-Bcl-W binding. inhibition, % at 10 µM. hit rate 0.02% among 190,000;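 further: 0% = bound tracer without compound and 100% = peptide blocker; higher means less fluorescent Bim peptide bound to Bcl-W beads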
RGS4-Gao reg: human RGS4-Galphao interaction regulation; P09471; Multiplexed bead flow cytometry, RGS4-Galphao binding; actives lie on both sides; binding response (% of control), % at 10 µM; hit rate 0.33% among 220,000; AID 1415; in the data active means binding response below about 49% or above about 150%; inactive means in between;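 further: fluorescent Galphao activated with aluminum fluoride binding bead-coupled RGS4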
Bcl-XL Bim block: human Bim-Bcl-XL interaction inhibition. Q07817. Bim peptide-Bcl-XL binding, bead flow cytometry, fluorescence. inhibition, % at 10 µM. hit rate 0.04% among 190,000
Target sequence (Q07817 whole entry, looked up): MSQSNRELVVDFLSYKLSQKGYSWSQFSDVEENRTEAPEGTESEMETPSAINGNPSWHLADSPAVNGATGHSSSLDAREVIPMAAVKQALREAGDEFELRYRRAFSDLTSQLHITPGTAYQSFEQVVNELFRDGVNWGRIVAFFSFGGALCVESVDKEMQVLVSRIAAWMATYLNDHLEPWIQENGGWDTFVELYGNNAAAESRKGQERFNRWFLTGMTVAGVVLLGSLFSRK
RGS7-Gao: human RGS7-Galphao interaction regulation; P09471; Multiplexed bead flow cytometry, RGS7-Galphao binding; actives lie on both sides; binding response (% of control), % at 10 µM; hit rate 0.35% among 220,000; AID 1439; in the data active means binding response below about 49% or above about 150%; inconclusive means no clear call, values can overlap the other calls; inactive means in between;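 further: fluorescent Galphao held in activated GDP-AlF4 state binding bead-coupled RGS7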
Bcl-B Bim block: inhibitors of Bim-Bcl-B interaction, human | bead-based flow cytometry, Bim peptide-Bcl-B binding | inhibition, % at 10 µM | hit rate 0.073% among 190,000 | AID 951;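 further: 0% = tracer peptide without compound and 100% = reference inhibitor peptide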
Target sequence (Q9HD36 whole entry, looked up): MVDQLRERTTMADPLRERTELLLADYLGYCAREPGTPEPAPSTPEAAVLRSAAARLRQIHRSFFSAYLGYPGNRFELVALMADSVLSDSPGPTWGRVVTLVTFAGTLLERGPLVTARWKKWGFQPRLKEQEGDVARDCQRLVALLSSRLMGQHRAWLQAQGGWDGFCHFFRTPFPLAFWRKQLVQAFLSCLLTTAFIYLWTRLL
RGS8-Gao: regulators of human RGS8-Galphao interaction; multiplexed bead flow cytometry, RGS8-Galphao binding; actives lie on both sides; response (percent of control binding), % at 10 µM; hit rate 0.34% among 220,000; AID 1423; in the data active means response below about 60% or above about 140%; inactive means in between;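 further: Galphao activated as the GDP aluminium fluoride complex binding bead-coupled RGS8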
ABCB1 block: human ABCB1 inhibition, ABCG2 as counter-screen; CCRF-Adr cells, JC-1 efflux, flow cytometry; inhibition, % at 6.6 µM; hit rate 0.067% among 190,000; AID 1326; in the data active means inhibition above about 40%;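 further: 0% = vehicle and 100% = reference inhibitor; higher value means more JC-1 retained so stronger ABCB1 efflux block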
Active calls of the source: *; ? = inconclusive; [ ] = another dose, or the depositor's remark. Unless noted, no stated cut-off is given here; in the data, active means inhibition above about 40%.

SMILES | GSH bead fluor | ABCG2 inh | Bim-Bfl-1 | Bcl-2 Bim block | Bim-Bcl-W | RGS4-Gao reg | Bcl-XL Bim block | RGS7-Gao | Bcl-B Bim block | RGS8-Gao | ABCB1 block
CSc1cccc(CN2CCN(Cc3ccccc3)C(CCO)C2)c1 (stereo not given) | 15 | 0 | -6 | 0 | -5 | 98 | -6 | 100 | -7 | 100 | 0.3
CSCCC(C(=O)O)N1C(=O)c2ccc(C(=O)O)cc2C1=O (stereo not given) | 31 | 20 | -13 | -5 | 0 | 101 | -6 | 98 | -11 | 103 | 1.5
O=C(OC(C(=O)NCc1cccs1)c1ccccc1Cl)c1ccco1 (stereo not given) | 28 | 5 | -20 | -16 | -3 | 98 | -9 | 103 | -8 | 100 | 0.0
COc1ccc(C2Nc3ccccc3C(=O)N2c2ccc(Cl)cc2)cc1Cn1cc([N+](=O)[O-])cn1 (stereo not given) | 13 | 4 | 1 | 3 | 0 | 106 | 4 | 105 | 4 | 100 | 5.7
Cc1cc(C)c2nc(SC(C)C#N)cc(C)c2c1 (stereo not given) | 16 | 3 | 10 | 9 | 6 | 98 | 6 | 94 | 8 | 100 | 0.3
CN(C)CCNC(=O)Cn1nc(C(F)F)cc1C1CC1 | 41 | 7 | -12 | -11 | 0 | 99 | -1 | 103 | -6 | 100 | 0.4
CC1(C)CC(NC(=O)c2ccccc2C(=O)NC2CC(C)(C)NC(C)(C)C2)CC(C)(C)N1 | 12 | 19 | -9 | -6 | -3 | 99 | -2 | 96 | -5 | 101 | -0.3
COc1ccccc1NC(=S)NC(=O)/C=C/c1cccs1 | 21 | 9 | -4 | -6 | 0 | 101 | -4 | 111 | -11 | 101 | 2.7
O=C(Oc1ccccc1Cl)c1ccccc1P(=O)(O)O | 59 | 0 | -11 | -10 | 4 | 100 | 0 | 99 | -6 | 101 | 0.0
Cc1cc(=O)oc2cc(OC(C)C(=O)Nc3nccs3)ccc12 (stereo not given) | 15 | 0 | 0 | -2 | -4 | 101 | -8 | 103 | -9 | 103 | 0.1
COc1ccccc1NC(=S)NNC(=O)c1ccccc1Br | 6 | 0 | 4 | -1 | 2 | 100 | -5 | 107 | -27 | 102 | 0.2
CSc1cccc(CNC(=O)CC2C(=O)NCCN2CC(C)(C)C)c1 (stereo not given) | 8 | 3 | -2 | -1 | -4 | 98 | -3 | 96 | -1 | 98 | 0.8
CS(=O)(=O)Nc1ccc(C(=O)N2CCc3ccccc3C2)cc1 | 15 | 13 | -5 | -1 | -5 | 102 | -7 | 96 | -6 | 97 | 13
Cc1ccc2cc(C#N)c(NCCCNC(=O)C3CCCO3)nc2c1 (stereo not given) | 14 | 4 | -5 | -7 | 2 | 106 | 0 | 104 | -6 | 109 | 0.3
CCCCOC(=O)Nc1ccc(S(=O)(=O)Nn2cnnc2)cc1 | 33 | 4 | -12 | -16 | -3 | 103 | -24 | 101 | -10 | 105 | 0.4
O=C(NCCc1ccccn1)C1CC(=O)N(Cc2ccccc2Cl)C1 (stereo not given) | 11 | 5 | -1 | 0 | 0 | 101 | -3 | 103 | 0 | 101 | 0.7
CN(C)CCOc1ccc(C(C)(C)c2ccccc2)cc1 | 23 | 1 | -7 | -3 | -4 | 101 | -3 | 99 | -9 | 99 | 0.7
COc1nc(N)c(S(=O)(=O)c2ccccc2)cc1C#N | 49 | 2 | 2 | 1 | 3 | 124 | 4 | 117 | 5 | 145*[activator] | 0.9
Cc1nnc(SCCOc2ccccc2)s1 | 17 | 0 | -6 | 0 | -2 | 97 | -1 | ? | -1 | 99 | 0.0
CN(C(=O)CSc1ncnc2sc(-c3ccccc3)cc12)C1CCS(=O)(=O)C1 (stereo not given) | 18 | 1 | -7 | -3 | -1 | 100 | -3 | 100 | -5 | 102 | 0.4
Cc1ccccc1CSc1ccc2nnc(-c3ccccn3)n2n1 | 10 | 3 | -1 | 0 | 0 | 104 | 5 | 98 | 0 | 100 | 0.5
CCCNc1cc(C)oc(=O)c1C(=O)CC | 68 | 9 | 0 | -3 | -4 | 99 | -6 | 99 | -1 | 102 | 0.0
CCCCC[C@H](O)/C=C/[C@@H]1[C@@H](C/C=C\CCCC(=O)O)[C@@H](O)C[C@H]1O | 21 | 3 | 0 | 4 | 0 | 98 | -1 | 101 | 0 | 105 | 1.5
CC(C)NC(=O)COc1ncnc2sccc12 | 11 | 1 | 1 | 2 | 0 | 98 | 0 | 99 | -3 | 105 | 0.3
Cc1nc2ccc(NC(=O)Cc3ccccc3F)cc2s1 | 17 | 1 | -2 | -2 | 1 | 115 | -5 | ? | -4 | 103 | -0.1
C=CCn1c(SCC(=O)N2CCCC2)nc2cc(C(=O)NCC3CCCO3)ccc2c1=O (stereo not given) | 31 | 45 | -20 | -13 | -3 | 97 | -10 | 101 | -11 | 99 | -0.1
CCc1ccccc1NC(=O)NC1CC2CCC(C1)N2Cc1ccco1 (stereo not given) | 17 | 0 | -8 | -7 | -5 | 96 | -4 | 95 | -8 | 98 | -0.2
O=C1CCC(/C=C/c2ccccc2)=NN1Cc1ccccc1 | 13 | 0 | -6 | -1 | -1 | 101 | -1 | 101 | -3 | 103 | 0.0
CC(CCc1ccccc1)NC(=O)Cc1cccs1 (stereo not given) | 10 | 1 | -5 | -1 | 0 | 101 | 0 | 98 | -1 | 99 | 0.1
OC1(c2ccc(Br)cc2)CCNCC1 | 41 | 1 | -10 | -8 | 1 | 102 | 7 | 101 | -8 | 103 | 0.6

Entries listed so far shown as hits in RGS8-Gao.
mol,GSH bead fluor,ABCG2 inh,Bim-Bfl-1,Bcl-2 Bim block,Bim-Bcl-W,RGS4-Gao reg,Bcl-XL Bim block,RGS7-Gao,Bcl-B Bim block,RGS8-Gao
COc1nc(N)c(S(=O)(=O)c2ccccc2)cc1C#N,49,2,2,1,3,124,4,117,5,145*[activator]

Additional entries follow.
SMILES | GSH bead fluor | ABCG2 inh | Bim-Bfl-1 | Bcl-2 Bim block | Bim-Bcl-W | RGS4-Gao reg | Bcl-XL Bim block | RGS7-Gao | Bcl-B Bim block | RGS8-Gao | ABCB1 block
COc1ccc(NC(=O)CN(C)S(=O)(=O)c2ccc(C)cc2)c([N+](=O)[O-])c1 | 13 | 0 | 2 | 3 | 0 | 97 | -3 | 95 | 0 | 97 | 0.0
Nc1nc(-c2c[nH]c3ccccc23)cs1 | 39 | -1 | 9 | 7 | 2 | 99 | -2 | 102 | 3 | 99 | -0.1
O=S(=O)(c1ccc(OCC(O)CN2CCc3ccccc3C2)cc1)N1CCOCC1 (stereo not given) | 29 | 1 | -12 | -5 | -1 | 100 | -3 | 98 | -6 | 101 | 0.3
O=c1c(/C=C(\O)c2ccc(F)cc2)nc2ccccc2n1-c1ccccc1 | 22 | 11 | 5 | 9 | 4 | 82 | 2 | 84 | -18 | 93 | 10
CC(Nc1ccc2c(c1)OCCO2)C(=O)Nc1ccc2c(c1)OCO2 (stereo not given) | 13 | 2 | -1 | -2 | -1 | 99 | 0 | 99 | -7 | 99 | -0.3
C1CN(CC2CCN(c3nc4nonc4nc3N3CCSCC3)CC2)CCO1 | 15 | 0 | -3 | 0 | 0 | 94 | -2 | 106 | -2 | 98 | 0.2
COc1ccc(OC)c(NC(=O)C2CC(=O)N(c3ccc(Br)cc3)C2)c1 (stereo not given) | 35 | 17 | -17 | -8 | -1 | 101 | -4 | 100 | -9 | 100 | 1.1
COc1ccc(-c2csc(/C=C/c3ccc4c(c3)OCO4)n2)cc1OC | 18 | -1 | -14 | -6 | -7 | 99 | -9 | 97 | -15 | 100 | -0.2
CSc1ncccc1C(=O)NCCc1ccccc1 | 11 | 4 | -5 | -5 | -2 | 102 | 0 | 100 | -1 | 102 | 1.0
Cc1cnc(C(=O)OCC(=O)NC23CC4CC(CC(C4)C2)C3)cn1 | 38 | 2 | -12 | -5 | -1 | 105 | -2 | 104 | -10 | 105 | 0.6
Cc1ccc(C(=O)Nc2ccc(Cl)cc2C(F)(F)F)c(Cl)c1 | 13 | 6 | -8 | -5 | -2 | 102 | -6 | 99 | -8 | 100 | 0.2
O=C(CC1Nc2ccccc2NC1=O)Nc1ccccc1 (stereo not given) | 21 | -1 | 3 | 4 | 1 | 102 | 0 | 98 | 1 | 100 | -0.3
CCc1nc2ccccc2n1CC1CC1(Cl)Cl (stereo not given) | 24 | 5 | -1 | -1 | 4 | 99 | 2 | 100 | 2 | 100 | 0.2
CCOC(=O)N1CCN(S(=O)(=O)c2ccc(C)c([N+](=O)[O-])c2)CC1 | 19 | 4 | 0 | -5 | -2 | 98 | -3 | 102 | 1 | 92 | 1.2
CC(C)[C@H](NC(=O)Cc1ccccc1)C(=O)OCc1cc(=O)n2c(n1)sc1ccccc12 | 14 | 20 | -10 | -5 | -5 | 93 | -6 | 89 | -8 | 98 | 0.9

Compound profiles (already shown). Order of screens: GSH bead fluor	ABCG2 inh	Bim-Bfl-1	Bcl-2 Bim block	Bim-Bcl-W	RGS4-Gao reg	Bcl-XL Bim block	RGS7-Gao	Bcl-B Bim block	RGS8-Gao	ABCB1 block
Cc1cnc(C(=O)OCC(=O)NC23CC4CC(CC(C4)C2)C3)cn1 is listed as 38	2	-12	-5	-1	105	-2	104	-10	105	0.6
CCOC(=O)N1CCN(S(=O)(=O)c2ccc(C)c([N+](=O)[O-])c2)CC1 is listed as 19	4	0	-5	-2	98	-3	102	1	92	1.2
CN(C)CCOc1ccc(C(C)(C)c2ccccc2)cc1 is listed as 23	1	-7	-3	-4	101	-3	99	-9	99	0.7

Continued.
SMILES | GSH bead fluor | ABCG2 inh | Bim-Bfl-1 | Bcl-2 Bim block | Bim-Bcl-W | RGS4-Gao reg | Bcl-XL Bim block | RGS7-Gao | Bcl-B Bim block | RGS8-Gao | ABCB1 block
COc1ccc(C(C)=O)cc1CSc1nnc(Nc2ccccc2C)s1 | 5 | 3 | 0 | 0 | -3 | 97 | -4 | 95 | -3 | 104 | 1.2
Cn1c(=O)c2c(nc(SCCN3CCCCC3)n2Cc2ccccc2)n(C)c1=O | 21 | 0 | 1 | 1 | 0 | 96 | 0 | 99 | 3 | 100 | 0.1
CCOc1cc(/C=N/NC(N)=S)cc(Br)c1OCc1ccccc1C | 16 | 0 | -11 | -5 | 0 | 99 | -2 | 97 | -10 | 99 | -0.3
CC(C)CNC(=O)COC(=O)c1n[nH]c2ccccc12 | 13 | 2 | -3 | -4 | -1 | 96 | -2 | 93 | -3 | 93 | 0.1
CCNC(=O)Cc1ccc(NS(=O)(=O)c2ccc(F)cc2)cc1 | 21 | 1 | 2 | 1 | 2 | 102 | 3 | 110 | -1 | 108 | 0.4
CC(C)C(NC(=O)c1ccccc1F)C(=O)Nc1ccc2c(c1)OCO2 (stereo not given) | 10 | 1 | -3 | -2 | 0 | 101 | 2 | 102 | -1 | 101 | -0.1
CCOc1ccc(C(=O)NCCCn2ccnc2)cc1 | 21 | 3 | -2 | -2 | 1 | 96 | 0 | 102 | 0 | 101 | 0.8
CN(CCO)S(=O)(=O)c1ccc2c(c1)C(=NO)c1cc(S(=O)(=O)N(C)CCO)ccc1-2 | 20 | 0 | -4 | 0 | 1 | 100 | 0 | 97 | 0 | 102 | 0.0
S=c1[nH]nc(-c2ccc(Br)cc2)n1Cc1ccccc1 | 18 | 1 | 0 | 0 | 1 | 92 | -2 | 98 | -16 | 96 | 0.5
COc1ccc(CCC(=O)Nc2ccc(N3CCOCC3)cc2)cc1 | 15 | 0 | 1 | 0 | -1 | 99 | 1 | 101 | -1 | 98 | 0.1
